JNK3 inh = JNK3 (human) kinase inhibition. purified JNK3 kinase activity, HTS. inhibition, % at 8 µM. actives 0.61% (n = 60,000); in the data active means inhibition above about 17%;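 further: 0% = DMSO and 100% = reference inhibitor; many of its hits are not listed in these tables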
Target sequence (P53779 whole entry, looked up): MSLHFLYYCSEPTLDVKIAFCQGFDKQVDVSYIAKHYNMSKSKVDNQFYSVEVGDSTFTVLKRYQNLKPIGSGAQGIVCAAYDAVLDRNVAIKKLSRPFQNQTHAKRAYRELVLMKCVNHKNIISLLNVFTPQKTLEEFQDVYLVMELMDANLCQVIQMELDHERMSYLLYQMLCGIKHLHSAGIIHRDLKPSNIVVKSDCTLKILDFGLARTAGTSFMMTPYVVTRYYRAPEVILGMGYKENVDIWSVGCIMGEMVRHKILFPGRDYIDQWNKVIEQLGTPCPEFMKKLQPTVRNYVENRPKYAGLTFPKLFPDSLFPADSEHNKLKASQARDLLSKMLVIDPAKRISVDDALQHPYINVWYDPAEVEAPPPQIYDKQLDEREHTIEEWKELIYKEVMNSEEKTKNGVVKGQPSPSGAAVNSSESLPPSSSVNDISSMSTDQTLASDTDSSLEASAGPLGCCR
ROCK2 blocker = ROCK2 (human) kinase inhibition; O75116; inhibition, % at 6 µM; actives 0.35% (n = 60,000); purified ROCK2, Kinase-Glo ATP depletion luminescence;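 active means inhibition above the screen-wide mean inhibition plus 3 SD, cut at about 18% in these data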;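 further: plate controls were DMSO wells for no effect and Y-27632 control wells after no-enzyme background subtraction for full effect; many of its hits are not listed in these tables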
PKA kinase inh = blocks human protein kinase A activity. PKA Kemptide phosphorylation, Kinase-Glo ATP luminescence. inhibition, % at 6 µM. P17612. actives 0.1% (n = 65,000). AID 524;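 active means inhibition above the screen-wide mean inhibition plus 3 SD, cut at about 21% in these data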; further: many of its hits are not listed in these tables
CatB block = inhibitors of human cathepsin B; AID 453; P07858; purified cathepsin B, fluorogenic substrate, fluorescence; actives 0.1% (n = 63,000); inhibition, %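 (tested at 10 µM)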; in the data active means inhibition above about 21%;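 further: 0% = enzyme with no compound and 100% = no enzyme blank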
CatS inh = blocks human cathepsin S protease activity; inhibition, %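 (tested at 5 µM per compound within 10-compound mixtures)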; AID 501; actives 0.06% (n = 62,000); P25774; recombinant cathepsin S, AMC dipeptide fluorescence, pooled mixtures; in the data active means inhibition above about 32%, passing the limit was not always enough;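 further: 0% = enzyme without compound and 100% = blank without enzyme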
Target sequence (P25774 115-331 limits assumed): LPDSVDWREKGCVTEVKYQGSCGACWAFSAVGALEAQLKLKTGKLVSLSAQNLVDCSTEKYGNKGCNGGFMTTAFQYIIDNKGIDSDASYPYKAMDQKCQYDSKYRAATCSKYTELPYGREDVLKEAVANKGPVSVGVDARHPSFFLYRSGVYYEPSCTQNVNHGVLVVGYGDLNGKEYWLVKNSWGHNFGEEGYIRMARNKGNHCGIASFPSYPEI
E coli RNAP = Escherichia coli RNA polymerase inhibition; P0A8V2; actives 0.2% (n = 62,000); inhibition, %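 (tested at 10 µM)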; E. coli RNA polymerase, fluorescence transcription assay; in the data active means inhibition above about 20%;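 further: 0% = enzyme without compound and 100% = no enzyme blank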
RORa activator = activators of human nuclear receptor RORA; P35398; CHO-K1 Gal4-RORA LBD luciferase reporter, luminescence; percent increase over mock-subtracted basal signal; activation, % at 10 µM; actives 1.5% (n = 65,000);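 active means activation above the mean of all tested compounds plus 3 SD, cut at about 49% in these data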;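 further: 0% = DMSO-treated RORA cells and 100% = added signal equal to DMSO minus mock-transfected cells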
AP ELISA ortho = orthogonal test for alternative complement pathway inhibitors; Human serum alternative complement pathway, LPS-coated ELISA, C3 deposition; tested in compound mixtures; inhibition, % at 5 µM; actives 0.08% (n = 62,000);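 active means inhibition above 30% in each of the two pooled mixtures holding the compound, so the lower value exceeds 30%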;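 further: 0% = serum in Mg-EGTA without compound and 100% = EDTA serum blank; some compounds past the cut are filed as inactive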
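Test system – human serum alternative complement pathway, C3 deposition on LPS-coated wells · Buffer or medium – diluted human serum in Mg2+-EGTA GVB++ · Compound dosing – 5 µM each compound, pools of ten, 50 µM per pool · Schedule – 1 h serum-compound exposure at 37 °C · Measured by – Anti-C3 ELISA, OD 450 nm · Read-out basis – percent inhibition of C3 deposition onto LPS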
CatB mix inh = inhibitors of human cathepsin B in compound mixtures; P07858; AID 488; actives 0.06% (n = 62,000); Purified cathepsin B, AMC dipeptide fluorescence; inhibition, %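 (ten-compound pools at 5 µM per compound and 50 µM total)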; in the data active means inhibition above about 22%, passing the limit was not always enough;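 further: 0% = enzyme without compound and 100% = no enzyme blank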
Numbers without * were called inactive; nt = not tested or not shown. These rows are one share of the data, so the mix of outcomes need not match the whole.

SMILES	JNK3 inh	ROCK2 blocker	PKA kinase inh	CatB block	CatS inh	E coli RNAP	RORa activator	AP ELISA ortho	CatB mix inh
COc1ccc(C2Nc3ccccc3C(=O)N2O)cc1OC (stereo not given)	-3	6	9	2	2	8	17	-2	-7
O=c1c2c3n(c(=O)nc2[nH]n1-c1ccccc1)CCCCC3	7	4	-2	-1	11	9	-11	5	3
CC(=NC(C)C)C1=C(O)CCC1=O	2	4	4	1	-10	0	-12	32	2
COc1ccc(Cl)cc1N(C)C(=O)CCc1nc(-c2ccc(C)cc2)no1	0	7	9	3	1	7	-8	0	-1
O=C(Nc1ccc2c(c1)OCO2)C1CCCN(S(=O)(=O)Cc2ccccc2)C1 (stereo not given)	nt	nt	1	3	4	11	14	8	1
COc1ccc(S(=O)(=O)N2CCC(C)CC2)cc1Br	5	-1	0	0	-7	1	-10	23	3
CCOC(=O)/C=c1\s/c(=C(\C#N)C(=O)OCC)n(-c2ccccc2)c1=O	5	10	6	0	nt	2	5	nt	nt
CSc1oc(-c2ccc(F)cc2)nc1S(=O)(=O)c1ccc(F)cc1	4	-2	-8	2	-7	4	-5	6	2
CNC(=O)c1cc2cc(Cl)cc(OC)c2oc1=O	5	7	7	5	-16	5	-2	11	2
C/C(Cl)=C/Cn1c(SCc2ccc(Cl)cc2)nc2c1c(=O)[nH]c(=O)n2C	-2	3	6	1	0	8	-24	10	4
CC1CCN(C(=O)C2CCC(CNS(=O)(=O)c3cccc4cccnc34)CC2)CC1 (stereo not given)	4	3	-2	0	0	6	-6	12	3
COc1ccc(S(=O)(=O)N2CCN(c3nc4ccccc4nc3-n3nc(C)cc3C)CC2)cc1	-3	-1	-2	-1	4	8	-4	13	3
Cc1ccccc1OCC(=O)Nc1ccccc1CO	4	1	-1	1	4	nt	27	4	4
C=CCC(NCc1ccco1)c1ccc(OC)cc1OC (stereo not given)	4	2	9	7	-46	4	-7	8	-26
CC(C)COC(=O)c1ccc(NC(=O)C2C3C=CC(C3)C2C(=O)O)cc1 (stereo not given)	8	-1	6	7	17	6	44	-35	2
CCN1CCN(C(=O)C2c3cc(OC)c(OC)cc3C(=O)N3CCc4ccccc4C23)CC1 (stereo not given)	-3	0	2	2	-5	3	-4	17	2
CCC(C(=O)O)n1nnc(-c2ccc(-c3ccc(OC)cc3)cc2)n1 (stereo not given)	-3	4	10	-3	4	0	23	15	0
CC(C)C(=O)Nc1ccc(NC(=O)c2ccco2)cn1	7	2	8	0	1	-1	5	-11	1
CCCCNC(=O)CCn1c(=O)c2ccccc2n(CC(=O)Nc2ccccc2OCC)c1=O	-4	4	6	4	17	10	1	-4	-2
COc1ccc2oc(=O)c(C(=O)N3CCN(c4ccc(F)cc4)CC3)cc2c1	-2	0	-4	-4	12	4	-9	12	5
Cc1onc(-c2ccccc2)c1C(=O)N[C@@H]1C(=O)N2[C@@H]1SC(C)(C)[C@@H]2C(=O)O	3	6	0	12	nt	11	6	25	14
O=C(COc1ccccc1Cl)NCCCN1CCOCC1	0	-2	-3	2	-7	6	-29	0	-13
CCn1cc(C(=O)NCc2cccs2)c(=O)c2ccc(C)nc21	1	4	8	-4	0	nt	11	8	6
Cc1cccc(-c2noc(CN(C(=O)c3ccc(Br)o3)C(C)C)n2)c1	-1	-5	-3	-5	-11	-7	-17	11	-7
CCn1c(-c2c[nH]c3ccccc23)n[nH]c1=S	-7	6	3	1	3	5	-12	-2	3
COC(=O)[C@H](CCSC)NC(=O)NCCC1=CCCCC1	-7	2	4	-1	6	nt	22	25	-6
O=C(COc1ccc(=O)n(-c2ccccc2)n1)Nc1ccccc1	0	1	4	-2	-16	-1	-12	20	6
COc1ccc(C(=O)Nc2nc3cc(OC)c(OC)cc3c(=O)[nH]2)cc1	-9	-3	-5	2	0	0	-8	14	1
CC(C)N1C(=O)CCC1C(=O)N1CCC(Cc2ccccc2)CC1 (stereo not given)	-2	0	1	5	4	2	-5	23	7
CN(C)c1ccc(/C=c2\sc3nc(-c4ccccc4)nn3c2=O)cc1	-2	2	4	-8	16	6	-10	6	3

Brought forward from above: three compounds, then new ones.
SMILES	JNK3 inh	ROCK2 blocker	PKA kinase inh	CatB block	CatS inh	E coli RNAP	RORa activator	AP ELISA ortho	CatB mix inh
COc1ccc(C(=O)Nc2nc3cc(OC)c(OC)cc3c(=O)[nH]2)cc1	-9	-3	-5	2	0	0	-8	14	1
CC(C)N1C(=O)CCC1C(=O)N1CCC(Cc2ccccc2)CC1 (stereo not given)	-2	0	1	5	4	2	-5	23	7
CN(C)c1ccc(/C=c2\sc3nc(-c4ccccc4)nn3c2=O)cc1	-2	2	4	-8	16	6	-10	6	3
Clc1ccc(Oc2nc(Oc3ccc(Cl)cc3)nc(N3CCOCC3)n2)cc1	3	2	8	0	3	5	-5	16	-1
CCc1nnc(NC(=O)CSc2nnc(CNc3cccc(C)c3)n2-c2ccccc2)s1	2	3	4	1	7	9	-3	3	3
CCOCCCNC(=O)c1ccc(OC(C)=O)cc1	-2	-1	6	4	7	5	-6	1	0
O=C(c1ccco1)N1CCN(C(c2ccccc2F)c2nnnn2CC2CCCO2)CC1 (stereo not given)	1	2	5	-2	4	5	-23	-2	-1
Cc1cc(C)n2c(SCCN3C(=O)c4ccccc4C3=O)nnc2n1	0	2	11	5	0	10	-6	13	5
COCC(C)NC(=O)c1cc(-c2ccccc2OC)on1 (stereo not given)	-1	4	8	7	11	6	33	10	5
O=C(Nc1ccccc1C(F)(F)F)C1CC(=O)N(c2ccccc2F)C1 (stereo not given)	2	10	10	-1	3	9	-15	9	1
Cc1ccccc1N(CC(=O)NCCc1ccccc1)C(=O)c1ccc(N2CCCC2)nc1	-6	3	-20	-5	9	6	-22	-9	3
NC(=O)CSc1nc2c(sc3ccccc32)c(=O)n1CCCN1CCOCC1	10	-1	1	6	23	0	-10	4	1
O=C(c1cc2ccccn2n1)N1CCCC1	-4	6	8	-1	-5	1	-20	9	1
CC(C)=CC(=O)Nc1ccccc1Br	10	2	3	2	11	9	-29	-8	-1
CCn1c(=O)cc(SCC(=O)N2CCN(c3ccccc3OC)CC2)c2ccccc21	-1	3	1	0	2	9	-8	6	0
CCCCOC(=O)CCNc1n[nH]c(=O)[nH]c1=O	-5	-1	-3	nt	14	nt	-2	-5	4
COc1ccc(-c2nnc(SCC(=O)c3ccc(C)o3)o2)cc1	-12	-7	-7	nt	nt	nt	-7	nt	nt
COc1ccc(NC(=O)N2CCCCC2)cc1	-4	2	-1	8	-3	7	-4	20	5
O=C(O)c1ccc(NS(=O)(=O)/C=C/c2ccccc2)cc1O	-4	-4	-9	-1	12	0	-9	-4	-5
CSC1CCCCC1(O)CSc1nc2c(cc1C#N)CCCC2 (stereo not given)	3	1	3	4	-10	5	-23	11	6
COc1ccc(C(=O)CN2C(=O)NC3(CCCc4ccccc43)C2=O)cc1OC (stereo not given)	-3	1	-4	0	0	5	-3	4	-2
COCC(=O)N(Cc1cc2cc(OC)ccc2[nH]c1=O)c1ccc(C)cc1	-5	-3	12	8	6	4	-6	-7	2
Cn1cccc1Cc1nnc(SCC(=O)N2CCc3ccccc32)n1CCc1ccccc1	0	0	-6	0	10	5	0	11	3
CCCc1nnc(NC(=O)CCC(=O)N2CCN(CCOc3ccc(C)cc3)CC2)s1	-2	-1	2	1	-4	4	-11	13	20
CCCn1c(CN2CCN(c3cccc(Cl)c3)CC2)nc2c1c(=O)n(C)c(=O)n2C	-2	1	6	-2	7	1	-2	23	0
CCOC(=O)c1[nH]c2cc3c(cc2c1CCCN1C(=O)c2ccccc2C1=O)OCCO3	7	6	5	0	1	6	-2	-9	1
O=C(CSc1nnc(CN2CCCCCC2=O)n1-c1ccccn1)NCC(F)(F)F	-1	6	5	5	2	8	12	-2	-2
CC1(C)CC(=O)C=C(NCCN2CCN(C(=O)Nc3ccccc3)CC2)C1	-2	8	13	8	15	8	-20	-6	4
CN(C)c1ccc(NC(=O)c2ccc(COc3cccc(Cl)c3)o2)cc1	nt	nt	2	-5	3	5	73*	11	3
CCc1ccc(NS(=O)(=O)c2ccc3[nH]cc(C(=O)NCC4CCCO4)c(=O)c3c2)cc1 (stereo not given)	2	-1	-6	0	-2	3	5	18	7
CCCCn1c(CCNC(=O)CCC)nc2ccccc21	4	-1	5	1	-5	-2	-29	19	4
Cc1occc1-c1nnc(SCC(=O)c2cc3ccccc3oc2=O)o1	-4	-6	1	-4	-6	2	-12	-3	-4
CCCCn1c(SCc2c(C)noc2C)nc2cc(S(N)(=O)=O)ccc21	-15	-2	1	2	7	5	-16	27	7
O=C(Cn1ncc2c(=O)oc3ccccc3c21)N1CCCc2ccccc21	1	4	9	3	-5	3	-11	7	2
CCOC(=O)C(C(=O)OCC)C(C#N)c1ccccc1 (stereo not given)	8	2	6	1	0	7	5	21	10
CC1(C)Cc2ccccc2-c2nc(CN3CCOCC3)[nH]c(=O)c21	-7	0	-4	-2	17	nt	-8	10	-2
O=C1CC(c2ccccc2)CC(O)=C1C=NCCN1CCOCC1 (stereo not given)	-3	3	5	5	-15	1	-5	13	3
CCOC(=O)c1ccc(OCc2nc(-c3cccs3)no2)cc1	-2	1	11	4	-7	-1	2	17	0
Cc1ccc(NC(=O)CS(=O)CC(=O)N(CC(=O)NC2CCCC2)c2cccc(C)c2C)cc1 (stereo not given)	-5	-4	-2	0	15	8	1	9	8

High-throughput results from PubChem.
